Compound activity: PubChem, several laboratories
Phagocytosis inh: inhibitors of macrophage phagocytosis, primary screen, imaging, J774A.1 cells, IgG beads; J774A.1 macrophage IgG-bead phagocytosis; inhibition, % at 5 µM; 110,000 tested, 0.07% active;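 active = inhibition above the mean of the plate negative controls plus 5 SD, cut at about 13% in these data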;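 note: phagocytic index as fraction of beads internalized from green versus red external bead signal; plate controls were DMSO negative control for no effect and cytochalasin-D positive control for full effect; some results beyond the cut were filed as inactive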
bCat KO growth: primary screen for growth suppressors in beta-catenin knockout HCT116 cells (colon tumor, human); HCT116 beta-catenin knockout viability, CellTiter-Glo, 60 h; active compounds read low; viability, % at 10 µM; 140,000 tested, 1.5% active;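 active = viability at or under a set limit, the compound median less 4 SD, cut at about 6% in these data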;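 note: 0% = Hyamine 1622 control at 20 µM and 100% = untreated cell control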
Yeast lifespan up: compounds extending yeast replicative lifespan, primary screen, S. cerevisiae, OD615; S. cerevisiae growth with nicotinamide; deaD strain in restrictive glucose medium; inhibition of the nicotinamide effect, % at 10 µM; 130,000 tested, 0.68% active;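 active = inhibition above a set limit, placed 3 SD over the median of all compounds, cut at about 26% in these data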;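 note: 0% = nicotinamide-treated wells and 100% = cells grown without nicotinamide; some compounds called inactive have numbers as strong as hits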
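System: DeaD-strain S. cerevisiae / Buffer or medium: CSMM-D, restrictive glucose (dextrose) synthetic minimal medium / Probe or stimulus: nicotinamide, 1.5 mM, co-present with compound / Compound: one concentration, 10 µM, DMSO 0.25% / Incubation: 48 h compound exposure at 30 °C, humidified / Technique: optical density (absorbance) at 615 nm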
E-sel TNF inh: E-selectin induction blockers in HUVEC – imaging, immunofluorescence, high content, primary screen; HUVEC TNFa-induced E-selectin immunofluorescence; inhibition, % at 2 µM; 120,000 tested, 0.71% active; AID 1246, 2008;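 active = inhibition above the batch mean plus 3 SD, and confirmed as a hit on visual image review, cut at about 43% in these data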;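 note: 0% = TNF-stimulated DMSO wells and 100% = unstimulated control wells; not every result past the cut was called active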
Measles CPE: compounds protecting cells from measles virus cytopathic effect, primary screen, measles RdRp inhibitor project, single point, MLSMR library, absorbance; 140,000 tested, 1.5% active; protection (pct of control), % at 4 µM; AID 841, 2007; Measles virus-infected cells, CPE protection; in the data active = protection mostly above about 24%, no sharp cut-off; inactive = mostly below about 26%; note: some compounds called inactive have numbers as strong as hits
NPY Y2 blocker: NPY-Y2 receptor antagonists, primary screen, cell-based; Neuropeptide Y receptor type 2 (Homo sapiens), P49146; NPY-Y2 expressing cells, antagonist mode; inhibition, % at 2.7 µM; 140,000 tested, 0.99% active; AID 793, 2007; in the data active = inhibition above about 17%;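 note: 0% = vehicle with agonist challenge and 100% = reference antagonist with challenge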
Target sequence (P49146 whole entry, looked up): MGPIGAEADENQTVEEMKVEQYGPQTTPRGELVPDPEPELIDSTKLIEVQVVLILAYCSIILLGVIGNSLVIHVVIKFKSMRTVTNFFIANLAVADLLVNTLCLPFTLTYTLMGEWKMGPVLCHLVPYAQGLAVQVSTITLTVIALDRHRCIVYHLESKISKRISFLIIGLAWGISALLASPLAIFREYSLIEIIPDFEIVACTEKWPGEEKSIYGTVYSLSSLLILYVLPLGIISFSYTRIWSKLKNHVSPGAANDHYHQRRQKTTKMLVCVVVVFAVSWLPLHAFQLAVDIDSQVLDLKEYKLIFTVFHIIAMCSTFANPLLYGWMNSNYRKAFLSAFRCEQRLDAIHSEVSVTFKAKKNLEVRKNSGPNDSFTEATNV
MRP1 act: H69AR viability gain despite doxorubicin, primary screen, MRP-1 activator project, H69AR cells, CellTiter-Glo. viability rescue. viability increase, % at 10 µM. 140,000 tested, 0.61% active;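 active = viability gain under doxorubicin at or above a set limit, the compound median plus 3 SD, cut at about 4.7% in these data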;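 note: MRP-1 overexpressing cells given doxorubicin 25 µM after compound pretreatment; 18-22 h compound pretreatment then 72 h with doxorubicin before readout; 0% = doxorubicin-only wells and 100% = vehicle-treated cells without doxorubicin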
Yeast growth inh: growth inhibitors of yeast BB579 in restrictive medium, primary screen, yeast lifespan-shortening project, S. cerevisiae; 140,000 tested, 0.51% active; AID 804, 2007; inhibition, % at 10 µM; OD615, 48 h;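 active = inhibition above a set limit, 3 SD over the mean compound inhibition, cut at about 44% in these data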; note: inactives centre near -24
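Detection: OD615 turbidity measurement; Material: Saccharomyces cerevisiae DeaD strain BB579, replicative lifespan model yeast; Timing: 48 h exposure, 30 °C; Doses: single 10 µM dose; Medium: CSMM-D restrictive synthetic medium containing dextrose (glucose); Controls: amphotericin B at 10 µg/mL as positive control.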
GALR2 blocker: GALR2 antagonists in receptor-expressing cells, primary screen; inhibition, % at 4 µM; 140,000 tested, 0.39% active; antagonist mode; in the data active = inhibition above about 27%;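 note: cells stimulated with galanin 1-16 at roughly its EC80; 0% = agonist challenge control and 100% = basal control without agonist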
Target sequence (O43603 whole entry, looked up): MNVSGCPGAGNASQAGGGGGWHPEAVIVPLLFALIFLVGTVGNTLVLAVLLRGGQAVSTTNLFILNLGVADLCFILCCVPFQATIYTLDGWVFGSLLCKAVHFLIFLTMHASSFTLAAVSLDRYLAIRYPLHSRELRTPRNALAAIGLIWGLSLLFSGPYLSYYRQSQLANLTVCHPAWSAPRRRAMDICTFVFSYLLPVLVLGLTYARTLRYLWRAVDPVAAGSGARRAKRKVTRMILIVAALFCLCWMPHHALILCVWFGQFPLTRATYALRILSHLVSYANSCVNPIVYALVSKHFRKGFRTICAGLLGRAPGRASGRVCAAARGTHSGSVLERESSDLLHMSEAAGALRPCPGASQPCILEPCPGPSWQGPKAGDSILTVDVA
HCT116 PTEN-null: growth suppression of PTEN-null HCT116, primary screen, cell-based, CellTiter-Glo; viability, % at 10 µM; 140,000 tested, 1.2% active; HCT116 PTEN-null viability, 60 h; active compounds read low;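 active = viability at or below a set limit, 4 SD under the median of all tested compounds, cut at about 3.7% in these data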;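 note: PTEN knockout HCT116 line with beta catenin targeted HCT116 as companion control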
Numbers without * were called inactive; · = no result given.

entry | molecule | Yeast growth inh | GALR2 blocker | MRP1 act | Measles CPE | NPY Y2 blocker | E-sel TNF inh | HCT116 PTEN-null | bCat KO growth | Yeast lifespan up | Phagocytosis inh
1 | Cc1cc(Cl)ccc1OC(C)C(=O)NCCc1ccc2c(c1)OCCO2 (stereo unspecified) | -9 | -6 | -2.3 | 7 | 12 | 3 | 95 | 97 | 5 | ·
2 | O=C(Nc1cccc2ccccc12)N1CC=CCC1 | -42 | -5 | -2.2 | 24 | 3 | 4 | 96 | 98 | -20 | 0
3 | C=CCn1c2ccccc2c2nnc(SCCCn3c(=O)[nH]c4ccccc43)nc21 | -34 | -1 | -4.1 | 9 | 9 | 5 | 60 | 66 | -16 | 0
4 | CC(C)(C)n1ncc2c(=O)n(CC(=O)NCc3ccccc3)cnc21 | -20 | 7 | -5.2 | 4 | 5 | -13 | 32 | 36 | 2 | ·
5 | O=C(Nc1ccc2c(c1)OCO2)c1ccc(CN2CCOCC2)cc1 | -27 | -7 | -1.8 | 5 | 2 | -1 | 88 | 83 | -6 | -1
6 | O=C(CN1CCOCCOCCN(CC(=O)Nc2ccccc2)CCOCC1)Nc1ccccc1 | -25 | 1 | -0.5 | 17 | -3 | -16 | 82 | 73 | -4 | -1
7 | COc1ccc(CCN2CN(S(=O)(=O)c3ccc(C)cc3)c3nc4ccccc4nc32)cc1OC | -72 | 5 | 3.1 | 17 | 2 | 3 | 83 | 86 | 3 | -12
8 | O=C(NCCc1ccccc1)C1CCN(c2nc3ccccc3o2)CC1 | -24 | 12 | -1.1 | 21 | 2 | -19 | 100 | 92 | -12 | -1
9 | CCC(Sc1nc(C)cc(=O)[nH]1)C(=O)Nc1ccc(Cl)cn1 (stereo unspecified) | 38 | 4 | -2.0 | 22 | 1 | 1 | 91 | 94 | 4 | 0
10 | COC(=O)C(C)NS(=O)(=O)c1ccc(NC(C)=O)cc1 (stereo unspecified) | -15 | -4 | -2.6 | 11 | 2 | 19 | 106 | 99 | -2 | -2
11 | Cc1nc(NC(=O)c2ccccc2)sc1-c1csc(N)n1 | -26 | 3 | -5.5 | 6 | 0 | · | 44 | 34 | -17 | -1
12 | O=C(NC(Nc1ccc(F)cc1)(C(F)(F)F)C(F)(F)F)c1cccnc1 | 5 | -7 | -0.8 | 18 | 0 | · | 88 | 86 | -4 | 2
13 | Cc1cc(C)c(C#N)c(SCc2cn3c(C)cccc3n2)n1 | -5 | -9 | -2.6 | 3 | 1 | · | 91 | 93 | 0 | 0
14 | CCCn1c(N)nc2ccccc21 | -28 | -1 | -0.1 | 4 | 2 | 19 | 104 | 107 | 9 | -2
15 | Cc1nn(Cc2ccc(Cl)cc2Cl)c(C)c1NC(=O)C1C2CCC(O2)C1C(=O)O (stereo unspecified) | -8 | -4 | -1.3 | 3 | 4 | 2 | 74 | 59 | · | ·
16 | Cc1nc2c3c4c(sc3n3c(SCC(=O)NCc5ccco5)nnc3n2n1)COC(C)(C)C4 | -6 | -3 | -2.5 | 1 | -1 | -22 | 95 | 91 | -6 | -1

Record cards, as listed above. Values in the order: Yeast growth inh | GALR2 blocker | MRP1 act | Measles CPE | NPY Y2 blocker | E-sel TNF inh | HCT116 PTEN-null | bCat KO growth | Yeast lifespan up | Phagocytosis inh
`Cc1nn(Cc2ccc(Cl)cc2Cl)c(C)c1NC(=O)C1C2CCC(O2)C1C(=O)O` (stereo unspecified) as listed: -8 | -4 | -1.3 | 3 | 4 | 2 | 74 | 59 | · | ·
`COC(=O)C(C)NS(=O)(=O)c1ccc(NC(C)=O)cc1` (stereo unspecified) as listed: -15 | -4 | -2.6 | 11 | 2 | 19 | 106 | 99 | -2 | -2
`Cc1nc2c3c4c(sc3n3c(SCC(=O)NCc5ccco5)nnc3n2n1)COC(C)(C)C4` as listed: -6 | -3 | -2.5 | 1 | -1 | -22 | 95 | 91 | -6 | -1
`Cc1nc(NC(=O)c2ccccc2)sc1-c1csc(N)n1` as listed: -26 | 3 | -5.5 | 6 | 0 | · | 44 | 34 | -17 | -1
`O=C(NC(Nc1ccc(F)cc1)(C(F)(F)F)C(F)(F)F)c1cccnc1` as listed: 5 | -7 | -0.8 | 18 | 0 | · | 88 | 86 | -4 | 2

Next results follow:
entry | molecule | Yeast growth inh | GALR2 blocker | MRP1 act | Measles CPE | NPY Y2 blocker | E-sel TNF inh | HCT116 PTEN-null | bCat KO growth | Yeast lifespan up | Phagocytosis inh
17 | CCOC(=O)N1CCN(C(=O)CN(Cc2ccc(Cl)cc2)S(=O)(=O)c2ccccc2)CC1 | -70 | -2 | -1.0 | 7 | -1 | -64 | 98 | 95 | -3 | -1
18 | CCC(=O)Nc1ccc(C(=O)Nc2cc(C)on2)cc1 | -25 | 7 | -1.3 | 5 | -1 | -13 | 99 | 104 | -9 | -1
19 | O=C(COc1ccccc1)Nc1nc2ccccc2[nH]1 | -5 | 7 | -1.6 | 4 | 4 | -17 | 99 | 99 | -10 | -4
20 | COC(=O)c1coc(-c2ccc(C)cc2)c1C(=O)OC | -21 | -4 | -1.8 | 7 | 2 | -5 | 95 | 86 | -8 | 2
21 | Cc1c(CCC(C)C)c(-n2ccnc2C)n2c(nc3ccccc32)c1C#N | -21 | -4 | -3.1 | 1 | 7 | -10 | 74 | 72 | -8 | ·
22 | CC(C)(C)C1CCC(=O)C(C2(O)C(=O)Nc3ccccc32)C1 (stereo unspecified) | -5 | 1 | -1.4 | 13 | 5 | -19 | 104 | 104 | -14 | -2
23 | CCOC(=O)C1=C(C)NC(=O)NC1c1ccc(OC(=O)c2ccco2)c(OC)c1 (stereo unspecified) | -25 | 4 | -1.7 | 17 | 1 | -13 | 92 | 101 | -14 | -2
24 | CC(=O)c1cccc(NC(=O)c2ccc(NS(=O)(=O)c3c(C)noc3C)cc2)c1 | -44 | 5 | -1.3 | 1 | 3 | 9 | 90 | 94 | 10 | -1
25 | CCn1nc(C(=O)OCC(=O)Nc2ncc(Cl)c(C)c2Cl)c2ccccc2c1=O | -1 | 1 | -1.1 | 7 | 5 | · | 98 | 82 | -3 | -15
26 | Cc1ccccc1NC(=S)NNc1ncc(C(F)(F)F)cc1Cl | -33 | -3 | -3.4 | 4 | 0 | · | 81 | 82 | -10 | -1
27 | COc1ccccc1-n1c(C)nc2cc(C(=O)O)ccc21 | -30 | -9 | -0.5 | 2 | 1 | -19 | 99 | 96 | 4 | ·
28 | OCCN=C(c1ccccc1)C12CN3CN(CN(C3)C1)C2 | -16 | -6 | 2.4 | 18 | 1 | · | 105 | 87 | -3 | 0
29 | O=C(NNS(=O)(=O)c1ccccc1)C1CCN(S(=O)(=O)c2ccccc2)CC1 | -15 | -10 | -0.9 | 22 | 0 | 6 | 97 | 82 | -12 | 3
30 | CCOC(=O)C(C)n1cnc2c(nnn2Cc2ccc(Cl)cc2)c1=O (stereo unspecified) | -14 | 5 | -0.5 | 1 | -1 | · | 93 | 95 | -9 | -2
31 | CC1CCN(c2nnc(-c3cccs3)c3ccccc23)CC1 | -46 | -1 | -2.3 | 8 | 2 | -25 | 71 | 70 | -6 | -13
32 | COc1ccc(CCNS(=O)(=O)c2ccc3c(c2)OCCO3)cc1 | -26 | 5 | -0.5 | 8 | 9 | -6 | 107 | 100 | -1 | -1
33 | CCOc1ccccc1NC(=O)C1C2C=CC(C2)C1C(=O)O (stereo unspecified) | -36 | 4 | -1.5 | 6 | 2 | 5 | 97 | 93 | -6 | -2
34 | N#C/C(=C\c1cn(CCOc2ccccc2)c2ccccc12)C(=O)NCC1CCCO1 (stereo unspecified) | -47 | 2 | 0.2 | 5 | 5 | · | 80 | 81 | -14 | -1
35 | Cc1cc(C)n(C(=O)C23CC4CC(CC(C4)C2)C3)n1 | -14 | -11 | -0.4 | 5 | -2 | 15 | 95 | 98 | 6 | -1
36 | CSC(SC)=C(C(C)=O)C(=O)c1ccc(C)cc1 | -24 | -6 | -2.2 | 9 | 5 | 16 | 102 | 101 | 10 | -2
37 | CCOc1ccc(C2CC(c3cccc(C)c3)n3nc(N)nc3N2)cc1 (stereo unspecified) | 2 | 0 | 1.0 | 14 | 2 | 4 | 98 | 94 | -4 | 1
38 | CC(=O)N(C(C)=O)c1c(N2CCOCC2)c2ccccc2oc1=O | -26 | 10 | -1.1 | 14 | -2 | -12 | 100 | 113 | -4 | -4
39 | N=c1n(CCc2ccccc2)c2ccccc2n1Cc1ccccc1F | -25 | 21 | -4.3 | 23 | 23* | · | 1.8* | 3.7* | 0 | -2
40 | Cc1ccc(S(=O)(=O)Nc2nc(C)cc(NCCN)n2)cc1 | -36 | -3 | -0.6 | 9 | 8 | 8 | 114 | 102 | -8 | 1
41 | COc1ccc(N(CC(=O)N2CCc3ccccc32)S(=O)(=O)c2c(C)nn(C)c2C)cc1 | -12 | 7 | -1.9 | 1 | -1 | 32 | 87 | 87 | -6 | ·
42 | O=C(NCCSCc1ccco1)Nc1ccccc1 | -9 | 5 | -3.7 | 17 | -2 | · | 99 | 97 | -5 | -2
43 | COc1ccccc1C(=O)NCC(=O)n1nc(C)cc1C | -14 | -12 | -0.4 | 5 | 2 | · | 105 | 111 | -29 | 0
44 | CCOc1cc(/C=N/n2cnnc2)ccc1O | -16 | -11 | -2.8 | 5 | 0 | · | 95 | 98 | -21 | 1
45 | CC(=O)OC1CC2(C)C(=O)CCC2C2CCc3cc(O)ccc3C12 (stereo unspecified) | -20 | -8 | -1.3 | · | 3 | -24 | 102 | 101 | -17 | -2
46 | CCCCOc1ccc(C(=O)NCc2ccccn2)cc1 | -41 | 1 | -2.3 | 17 | 1 | -9 | 93 | 81 | -22 | 1
47 | CCOC(=O)C1=C(C)Nc2sc(C(=O)c3ccc(C)cc3)c(N)c2C1c1ccc(C(=O)OC)cc1 (stereo unspecified) | -47 | 1 | 6.5* | 16 | -1 | · | 75 | 78 | 5 | 8
48 | COc1ccc(OC)c(C2CC(=O)N3CN(c4ccccc4)CSC3=C2C#N)c1 (stereo unspecified) | -26 | -9 | -2.4 | 3 | 2 | 3 | 94 | 86 | -11 | ·
49 | Cc1cccnc1NC(=O)c1ccccc1-c1ccccc1C(=O)Nc1ncccc1C | -4 | -5 | -1.4 | 9 | 4 | 1 | 103 | 99 | 4 | 1
